From PubChem BioAssay
inhibitors of VEEV – inhibitors of VEEV TC-83 cytopathic effect, confirmation, Vero cells (AID 588727); inhibition, % at 20 µM, or IC50 in µM where a hit was titrated; 350,000 compounds, 0.13% hits; Vero cells, VEEV TC-83 cytopathic effect inhibition; higher % means a stronger effect; in the data active = a potency from the dose series; note: strong numbers were not always called active
M. tuberculosis HTS – M. tuberculosis growth inhibition, HTS (AID 449762); one-dose inhibition, % at 25 µM; IC50 in µM for titrated hits; M. tuberculosis H37Rv growth inhibition, 7H9 media; higher % means a stronger effect; 330,000 compounds, 0.59% hits; in the data active = a potency from the dose series;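 note: bacterial growth assessed after seven days of incubation; strong numbers were not always called active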
Salmonella PhoP GFP – PhoP regulon inhibitors, Salmonella typhi PhoP promoter GFP reporter, confirmatory (AID 1850). Salmonella Typhi PhoP-promoter GFP reporter, fluorescence, 4 h; higher % means a stronger effect. one-dose inhibition, % at 50 µM; IC50 in µM for titrated hits. 310,000 compounds, 0.33% hits; in the data active = a potency from the dose series;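 note: 0% = induced wells with vehicle and 100% = uninduced wells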
H1N1 NS1A inhibition – H1N1 influenza NS1A inhibitors, functional cell based assay (AID 504329); NS1A functional cell-based assay, percent inhibition; higher % means a stronger effect; 340,000 compounds, 0.3% hits; one-dose inhibition, % at 12.5 µM; IC50 in µM for titrated hits; in the data active = a potency from the dose series; note: strong numbers were not always called active
tuberculosis growth – growth inhibition of non-replicating M. tuberculosis (AID 488890); Mycobacterium tuberculosis non-replicating, growth inhibition; higher % means a stronger effect; 320,000 compounds, 0.39% hits; inhibition, % at 25 µM, or IC50 in µM where a hit was titrated; in the data active = a potency from the dose series;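 note: plate controls were DMSO cells for no effect and high antibiotic wells for full effect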
inhibitors of VEEV 10K pilot screen – second read-out of inhibitors of VEEV, no call of its own (marks repeat the call); inhibition, %; measured here: 10K pilot screen inhibition
* marks the source's active call; other numbers are inactive results; i = inactive; . = not tested or not shown.

SMILES	inhibitors of VEEV	M. tuberculosis HTS	Salmonella PhoP GFP	H1N1 NS1A inhibition	tuberculosis growth	others
O=C(CNC(=O)c1cccs1)NCC(=O)OCc1ccccc1Cl	0.4%	10%	6%	-3%	31%
Cc1cc(C(=O)N/N=C/c2sc(N3CCOCC3)nc2-c2ccccc2)c(C)o1	8.1%	-5%	4%	-3%	-4%
CC(CN1CCOCC1)OC(=O)Cc1ccc(Cl)cc1 (stereo not drawn)	0.8%	0%	-4%	0%	9%
CCN(CC(=O)NCc1ccc(F)cc1)CC(=O)Nc1cc(S(=O)(=O)N(C)C)ccc1C	i	-5%	.	-17%	15%
CC(=O)c1c[nH]c(C(=O)Nc2ccc(N3CCCCCC3)cc2)c1	5.7%	-4%	.	-4%	5%
O=C(O)CCC(=O)Nc1cccc(-c2csc(-c3ccccc3)n2)c1	i	2%	7%	0%	5%
Cc1c(NC(=O)CN(c2ccc(F)cc2)S(=O)(=O)c2ccccc2)c(=O)n(-c2ccccc2)n1C	1.3%	-14%	1%	-11%	-4%
CCN(CC)CCCN=C(C)c1c(O)n(-c2ccc(C)cc2)c(=O)[nH]c1=O	4.2%	-4%	-2%	-1%	-5%
CN(C)C(=O)c1coc2nc3ccccc3nc12	i	-1%	4%	10%	1%
CNc1oc(-c2cccs2)nc1C#N	i	-18%	-10%	-30%	0%
O=C(N=C1SC2CS(=O)(=O)CC2N1c1ccc(F)c(Cl)c1)C1CC1 (stereo not drawn)	i	0%	-10%	0%	-2%
CCOC(=O)C1CCCN(C(=O)c2cc3c(-c4cccc(OC)c4)nn(C)c3s2)C1 (stereo not drawn)	i	-3%	-3%	7%	4%
Cc1ccc(C(=O)Nc2ncccc2C)cc1S(=O)(=O)N1CCOCC1	2.6%	-8%	.	-10%	-9%
O=C(CCCCn1c(=O)c2ccccc2n(CC(=O)NC2CCCC2)c1=O)NCc1ccco1	2.0%	1%	-2%	-1%	2%
CC(Oc1ccccc1F)C(=O)NNC(=O)CC(C)c1ccccc1 (stereo not drawn)	1.4%	-2%	-8%	-13%	1%
CCOc1cc(C(=O)NC(=S)Nc2nc(C)cc(C)n2)cc(OCC)c1OCC	2.5%	10%	-4%	-8%	3%
COc1ccc(N(CC(=O)NCCSCc2ccco2)S(=O)(=O)c2ccc(C)cc2)cc1	5.6%	-3%	2%	3%	-14%
CCCn1c(=N)n(CC(O)COc2ccc(C)cc2)c2ccccc21 (stereo not drawn)	0.0%	10%	11%	12%	47%
O=C(COC(=O)c1cc([N+](=O)[O-])ccc1NCCO)c1ccccc1	1.5%	9%	2%	8%	14%
O=C(O)CCC(=O)N1N=C(c2ccccc2)CC1c1cccs1 (stereo not drawn)	i	-3%	10%	4%	6%
Brc1cccc(-c2nc(-c3ccncc3)no2)c1	5.0%	2%	6%	-42%	4%
COc1cc(OC)cc(C(=O)NCC(=O)Nc2ccc(C)c(Cl)c2)c1	i	3%	1%	4%	-2%
COc1cc(OC)c(C(=O)Nc2cccnc2)cc1OC	2.1%	3%	-4%	-3%	-2%
Cc1ccc(Cl)cc1NS(=O)(=O)Cc1ccccc1	i	6%	-2%	18%	6%
COCCNC(=O)C(=O)NNS(=O)(=O)c1ccc2ccccc2c1	0.9%	-7%	-5%	-3%	1%

Overlap with the part before: two compounds; new compounds follow.
SMILES	inhibitors of VEEV	M. tuberculosis HTS	Salmonella PhoP GFP	H1N1 NS1A inhibition	tuberculosis growth	others
Cc1ccc(Cl)cc1NS(=O)(=O)Cc1ccccc1	i	6%	-2%	18%	6%
COCCNC(=O)C(=O)NNS(=O)(=O)c1ccc2ccccc2c1	0.9%	-7%	-5%	-3%	1%
CCN1CCN(CC(=O)Nc2c(OC)cccc2OC)CC1	0.2%	3%	-14%	17%	3%
COc1ccc(NC(=O)CN(C)C(=O)CCNS(=O)(=O)c2ccc(Br)cc2)cc1	2.9%	-3%	-6%	-8%	9%
O=C(COc1ccc(C(=O)c2ccccc2)cc1)NC1CCCCC1	0.5%	-3%	-5%	-3%	73%
Cc1ccc(C(O)P(=O)(OCCC(C)C)c2ccc(N(C)C)cc2)cc1 (stereo not drawn)	1.5%	10%	-8%	20%	55%
Cc1ccc(NC(=O)CNc2ccc(Cl)c(Cl)c2)cc1S(=O)(=O)N(C)C	5.3%	10%	-6%	-6%	31%
CCOc1ccc(/C=C2/C(=O)NC(=O)N(CCc3ccc(F)cc3)C2=O)cc1	i	10%	-1%	0%	-14%
Cc1cc([N+](=O)[O-])nn1CC(=O)NCCc1c[nH]c2ccccc12	1.3%	-7%	5%	9%	3%
Cc1c(C(=O)N(C)Cc2ccccc2)oc2ccc(S(=O)(=O)N3CCCC3)cc12	0.6%	-5%	0%	-30%	15%	inhibitors of VEEV 10K pilot screen=0.6
NNC(=O)c1cc(-c2ccc(N)cc2)nc2ccc(Br)cc12	2.3%	-3%	-7%	.	-6%
COc1cccc(NC(=O)C(C)Oc2ccccc2)c1 (stereo not drawn)	1.4%	-3%	-4%	6%	38%
COc1ccc(C(=O)NCCn2cc(SCC(N)=O)c3ccccc32)cc1	0.6%	-8%	4%	17%	-4%
Cc1cccc(N2CN(Cc3ccco3)CNC2=S)c1	0.8%	-5%	-3%	-4%	40%
CC(=O)c1ccc(NS(=O)(=O)c2cc3c(cc2C)N(C)CCO3)cc1	3.7%	7%	4%	-2%	2%
COC(=O)c1nn(-c2ccccc2)c(-c2ccccc2)c1C(=O)c1ccccc1	7.2%	-3%	-9%	-4%	11%
OCc1cn(-c2ccccc2)nc1-c1cc2ccccc2o1	0.5%	12%	5%	0%	3%
Cc1ccc2c(C(=O)CN3CCC4(CC3)OCCO4)c(C)[nH]c2c1	3.5%	-1%	-5%	1%	-2%
COC(=O)C1CC2=C(CCC2=O)N(c2ccccc2)C1=O (stereo not drawn)	i	.	.	-8%	.
O=C(COC(=O)Cc1cccs1)Nc1ccccc1Cl	1.2%	0%	4%	2%	28%
Cc1cc[n+](-c2[nH]c(=O)sc2/C=N/N=C(\[O-])c2ccccc2)cc1	1.8%	-2%	-3%	.	-4%
COc1cccc(NS(=O)(=O)c2cc(C)ccc2OC)c1	0.2%	3%	-4%	0%	6%
COCCNC(=O)COc1ccc(C)cc1C(=O)c1cc(C#N)c(=O)n(C2CC2)c1	1.6%	8%	0%	-3%	8%
O=C(NCCN1C(=O)S/C(=C\c2cccnc2)C1=O)c1ccc(S(=O)(=O)N2CCCC2)cc1	3.9%	-6%	13%	2%	44%
CCOc1ccc(NC(=O)Nc2nc(SCC)ns2)cc1	0.8%	9%	-3%	-1%	53%
Cc1ccc(NS(=O)(=O)c2ccc3c(c2)NC(=O)CO3)cc1	1.2%	2%	0%	7%	14%
CCc1noc(C)c1C(=O)N1CCN(S(=O)(=O)c2ccc(Cl)s2)CC1	1.3%	-1%	-3%	-3%	-5%

3 entries drawn at random from those above:
SMILES	inhibitors of VEEV	M. tuberculosis HTS	Salmonella PhoP GFP	H1N1 NS1A inhibition	tuberculosis growth	others
COc1cccc(NS(=O)(=O)c2cc(C)ccc2OC)c1	0.2%	3%	-4%	0%	6%
CCc1noc(C)c1C(=O)N1CCN(S(=O)(=O)c2ccc(Cl)s2)CC1	1.3%	-1%	-3%	-3%	-5%
COC(=O)C1CC2=C(CCC2=O)N(c2ccccc2)C1=O (stereo not drawn)	i	.	.	-8%	.

Following part.
SMILES	inhibitors of VEEV	M. tuberculosis HTS	Salmonella PhoP GFP	H1N1 NS1A inhibition	tuberculosis growth	others
Cc1ccc2nc(C)c3c(c2c1)N(c1ccc(F)cc1)CC3	2.8%	-3%	16%	.	65%
C=CCN(c1ccccc1OC)S(=O)(=O)c1cccc(C(=O)OCC(=O)c2c[nH]c3ccccc23)c1	0.4%	3%	-6%	-7%	11%
COc1cc2c(cc1OC)CN(C(=O)C(C)(C)C)CC2	0.5%	8%	12%	-6%	-4%
COc1cc(/C=N/N2CCN(c3ccccc3OC)CC2)ccc1OC(C)=O	0.2%	2%	4%	0%	-5%
CCN(CC)c1ccc(N=Cc2c(O)n(CCc3ccc(OC)c(OC)c3)c(=O)[nH]c2=O)cc1	9.4%	0%	-12%	-4%	50%
CC12CCC=CC1=C(C=O)C1C2CCC2(C)C(O)CCC12 (stereo not drawn)	6.1%	.	.	-3%	.
CC(C)c1ccc(S(=O)(=O)N2CCN(CCC(=O)Nc3ccc(N(C)C)cc3)CC2)cc1	0.6%	.	.	20%	.
CCc1ccc(NC(=O)CNCc2ccc(OC)c(OC)c2)cc1	0.1%	34%	-1%	-10%	13%
Cc1cccc(-n2ccnc2SCC(=O)O)c1C	1.4%	-8%	1%	-2%	-6%
COc1ccc[nH]c1=O	0.3%	3%	22%	2%	7%
C=CCn1c(O)c(C(CC)=NCCC2=CCCCC2)c(=O)[nH]c1=O	i	-3%	-16%	21%	16%
CCN1CCN(C(=O)Cc2coc3ccc4ccccc4c23)CC1	0.0%	-3%	-1%	10%	0%
CCCCCC(=O)Nc1cc(S(=O)(=O)N2CCOCC2)ccc1N1CCCC1	4.1%	-15%	-9%	-8%	-4%
CCOC(=O)CC1C(C(=O)OCC)ON2OC(C(=O)OC)C(C(=O)OCC)C12 (stereo not drawn)	0.5%	-6%	-2%	11%	-7%
O=C(c1cc(C(=O)NCc2ccc(Cl)cc2)c(=O)n(Cc2ccc(Cl)cc2)c1)c1cc(F)ccc1O	i	7%	15%	-5%	15%
CCOC(=O)C(Cc1c[nH]c2ccccc12)NC(=O)CNC(C)=O (stereo not drawn)	0.7%	-2%	3%	-6%	-8%
COC(=O)C(C)(N)Cc1ccc(O)cc1 (stereo not drawn)	0.1%	3%	-13%	-10%	8%
COc1ccc(OCCNC(=O)Nc2cc(F)c(F)cc2Cl)cc1	0.3%	7%	6%	1%	23%
CCOC(=O)c1[nH]nc(-c2cc(CC)c(O)cc2O)c1-c1cscn1	1.3%	1%	-1%	2%	-16%
COc1cc(NC(=O)CN2CCN(c3ccccc3O)CC2)c(C)cc1[N+](=O)[O-]	2.6%	-11%	-6%	-3%	10%
N#Cc1ccc(CN2CCN(C(=O)c3cc(C4CC4)nn3-c3ccccc3)CC2)cc1	7.3%	4%	.	-1%	10%
Cc1nn(C)c(C(=O)Sc2ccccc2)c1[N+](=O)[O-]	i	3%	3%	0%	10%
COc1ccc(/C=C(\C#N)C(=O)C(C)(C)n2cncn2)cc1	0.4%	-4%	1%	6%	-19%
COc1ccc(Cl)cc1C(=O)Nc1nc2ccccc2[nH]1	0.7%	63%	-3%	-2%	.
CN1CCN(/N=C/c2nc(-c3ccccc3)n3ccccc23)CC1	0.9%	-5%	-5%	1%	-21%

Overlap with the part before: 3 compounds, followed by the next part.
SMILES	inhibitors of VEEV	M. tuberculosis HTS	Salmonella PhoP GFP	H1N1 NS1A inhibition	tuberculosis growth	others
COc1ccc(/C=C(\C#N)C(=O)C(C)(C)n2cncn2)cc1	0.4%	-4%	1%	6%	-19%
COc1ccc(Cl)cc1C(=O)Nc1nc2ccccc2[nH]1	0.7%	63%	-3%	-2%	.
CN1CCN(/N=C/c2nc(-c3ccccc3)n3ccccc23)CC1	0.9%	-5%	-5%	1%	-21%
Cc1cccc(NC(=O)c2cnccn2)c1	0.5%	-2%	0%	-4%	68%
O=C(C1CCCN(S(=O)(=O)c2cccc3nsnc23)C1)N1CCN(c2ccccn2)CC1 (stereo not drawn)	8.5%	2%	-16%	10%	.
COCc1cc(C)nc2sc(C(=O)OC)c(N)c12	3.1%	4%	-12%	-8%	7%
CCCCNC(=O)c1cc2cc(CC)ccc2[nH]1	6.4%	0%	3%	1%	18%
O=C(c1cccc(OC2CCN(Cc3cc(F)cc(F)c3)CC2)c1)N1CCCC1	i	2%	4%	-14%	17%
O=c1[nH]c2ccccc2n1CCCSCCCn1c(=O)[nH]c2ccccc21	1.4%	-6%	6%	0%	33%	inhibitors of VEEV 10K pilot screen=7.5
O=C(Nc1ccccc1Cc1ccccc1)c1ccccc1F	2.7%	-1%	-2%	8%	31%
C(=N\Nc1nc(N2CCOCC2)nc(N2CCOCC2)n1)/c1cccnc1	2.2%	-4%	-9%	-6%	-5%
Cc1nc2nc(C)c(CCC(=O)NC3CCCCC3)c(C)n2n1	1.1%	3%	-3%	-7%	-11%
CC(=O)c1ccc(NC(=O)Nc2sc(NS(=O)(=O)c3ccccc3)nc2C)cc1	0.3%	-3%	2%	4%	-10%
COc1cccc2c(=O)n(CC(=O)N3CCC(C)CC3)ccc12	0.7%	-9%	-6%	3%	-18%
Cc1ccc2c(c1)C1CN(C)CCC1N2C(=O)COc1ccc(S(=O)(=O)N2CCOCC2)cc1 (stereo not drawn)	0.1%	3%	6%	1%	18%
O=C(Cn1[nH]c(=O)c2ccccc2c1=O)NNC(=O)c1ccccc1	i	8%	-2%	18%	-15%

Rows are unselected (roughly 1.5% active in at least one column).
